Compound activity from PubChem.
PAX8 reporter = inhibitors of PAX8 transcriptional activity in RMG-I cells; RMG-I TPO-luciferase reporter, SteadyGlo, 24 h; inhibition, % at 12.6 µM; 1.2% of 360,000 active;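 active = mean replicate inhibition at least 60% with every replicate also reaching 60%; inconclusive = only one of the two criteria is met; inactive = mean below 60% and not all replicates reaching 60%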;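 also: luciferase light reporting Pax8 driven TPO promoter activity; plate controls were median of neutral control wells for no effect and mitoxantrone controls for full effect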
LGR2 antag = Drosophila LGR2 receptor signaling inhibition | inhibition, % at 9.99 µM | HEK293 LGR2, CRE-luciferase, bursicon-stimulated, 4 h | 0.35% of 380,000 active | AID 720647;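 active = drop in luminescence signal, shown as inhibition above about 50% in the replicate tests, limit read from the data, passing the limit was not always enough; inconclusive = probably only some replicates passing the limit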;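 also: agonist challenge used bursicon conditioned medium at about half maximal strength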
EWS-Fli inh = blocks EWS/Fli oncoprotein-driven transcription | A673 NR0B1-luciferase reporter, viability-normalised | inhibition, % at 12.6 µM | 0.67% of 350,000 active | AID 651661;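 active = mean inhibition of at least 50% after viability correction, with every replicate also passing that limit; inconclusive = mean reaches 50% but only one of two replicates passes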;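 also: firefly luciferase signal divided by Alamar Blue viability fluorescence both relative to DMSO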
ARNT TACC3 PPI = disruptors of human ARNT/TACC3 interaction. 0.66% of 390,000 active. AID 623870. AlphaScreen His-ARNT PAS-B/GST-TACC3 binding, luminescence; TACC3 fragment carries E629A point mutation. Q9Y6A5. inhibition, % at 9.99 µM;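 active = mean inhibition of replicates at least 50% and at least half of replicates each reaching 50%; inconclusive = half or more replicates reach 50% but mean below 50%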;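 also: 0% = complete ARNT plus TACC3 wells and 100% = ARNT alone without TACC3; many hits fall short of the cut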
SIRT5 block = inhibitors of human sirtuin-5 desuccinylase; Q9NXA8; Purified SirT5, succinyl-peptide AMC, trypsin-coupled fluorescence; inhibition, % at 15 µM; 1.1% of 330,000 active; AID 652115; in the data active = inhibition above about 15%; inconclusive = no clear call, values can overlap the other calls
Target sequence (Q9NXA8 whole entry, looked up): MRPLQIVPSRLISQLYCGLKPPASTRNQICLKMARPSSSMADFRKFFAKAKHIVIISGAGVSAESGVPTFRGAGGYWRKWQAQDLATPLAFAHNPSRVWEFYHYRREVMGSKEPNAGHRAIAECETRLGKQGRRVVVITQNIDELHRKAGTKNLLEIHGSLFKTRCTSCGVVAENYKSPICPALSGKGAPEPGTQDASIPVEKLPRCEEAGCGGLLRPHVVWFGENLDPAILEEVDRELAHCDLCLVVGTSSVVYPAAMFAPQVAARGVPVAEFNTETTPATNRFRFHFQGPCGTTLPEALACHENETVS
Casp6 inh = blocks human caspase-6 cleavage activity | 0.53% of 350,000 active | inhibition, % at 12.5 µM | P55212 | purified caspase-6, Z-VEID-R110 cleavage fluorescence | AID 686996;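 active = mean inhibition across replicates at least about 35%, with every replicate also reaching that limit, limit read from the data; inconclusive = only one of the two criteria met; inactive = neither criterion met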;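 also: 0% = median of neutral control wells and 100% = no fluorescence left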
Target sequence (P55212 24-179 limits assumed): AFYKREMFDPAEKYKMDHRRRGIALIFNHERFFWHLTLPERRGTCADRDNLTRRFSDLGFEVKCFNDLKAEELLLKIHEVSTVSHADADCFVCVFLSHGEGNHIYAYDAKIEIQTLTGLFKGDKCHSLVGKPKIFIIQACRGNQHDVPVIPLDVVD
Target sequence (P55212 194-293 limits assumed): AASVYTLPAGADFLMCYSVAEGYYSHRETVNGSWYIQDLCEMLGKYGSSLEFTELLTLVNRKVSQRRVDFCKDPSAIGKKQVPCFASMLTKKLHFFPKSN
DENV2 CPE = protects cells from dengue virus 2 cytopathic effect; 1.7% of 350,000 active; DENV2-infected cells, cytopathic effect rescue, plate reader; CPE inhibition, % at 9.99 µM; AID 651640; in the data active = CPE inhibition above about 20%, passing the limit was not always enough; inconclusive = no clear call, values can overlap the other calls; tested in BHK-21 cells;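 also: 0% = median of neutral control wells and 100% = median of positive control wells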
Numbers without * were called inactive; ? = inconclusive; · = no result given; & = joins results of further samples. This is a random part of the collection; 4.9% or so of the library scored in one or more.

entry | Molecule | PAX8 reporter | LGR2 antag | EWS-Fli inh | ARNT TACC3 PPI
1 | CN1C(=O)c2cc(NC(=O)Cc3cccs3)ccc2OC[C@@H]2O[C@H](CC(=O)NCC3CC3)CC[C@@H]21 | 13.0 | -19.1 | 4.4 | -23.9
2 | Cc1ccccc1C1C(C#N)=C2N=C(N)c3ccccc3N2C2=C1C(=O)CCC2 (stereo not given) | 24.0 | -17.1 | 7.7 | 10.5
3 | CC(=O)c1c(C)[nH]c(C(=O)OCC(=O)NCc2cccs2)c1C | -41.9 | -17.4 | -36.0 | -3.6
4 | C[C@@H]1CN([C@@H](C)CO)C(=O)c2cc(NC(=O)Cn3cnnn3)ccc2O[C@H]1CN(C)Cc1ccc(Cl)c(Cl)c1 | -12.8 | -4.1 | 62.9* | -1.1
5 | O=C(c1ccc(S(=O)(=O)Nc2ccccc2)cc1)N1CCCC(C(F)(F)F)C1 (stereo not given) | 13.3 | 6.3 | · | ·
6 | C[C@@H]1CN([C@H](C)CO)C(=O)CCCn2nncc2CO[C@H]1CN(C)S(=O)(=O)c1ccc(Oc2ccccc2)cc1 | 1.1&0.4 | 11.9&-2.0 | -1.7&0.2 | 5.4
7 | Cc1ccc(C(C(=O)NC(C)(C)C)N(Cc2cccs2)C(=O)c2ccc3c(c2)OCCO3)cc1 (stereo not given) | 15.4 | 23.5 | 3.6 | -3.3
8 | COc1ccc(C2(C)NC(=O)N(CC(=O)NC3CCCC3)C2=O)cc1OC (stereo not given) | 2.2 | -1.3 | 6.0 | 31.5
9 | CC(C)NC(=O)N[C@H]1C=C[C@@H](CC(=O)NC2Cc3ccccc3C2)O[C@@H]1CO | · | -2.9 | · | -2.7
10 | O=C(C[C@@H]1CC[C@H](NS(=O)(=O)c2ccc(F)cc2)[C@H](CO)O1)NCCN1CCCCC1 | 1.4 | 1.8 | 0.0 | ·
11 | COCC(=O)Nc1ccc2c(c1)OC[C@H](C)N(CCC(F)(F)F)C[C@H](C)[C@H](OC)CN(C)C2=O | 0.0 | 35.7 | 0.0 | -0.3
12 | O=C(O)c1cccnc1SC1CC(=O)N(CCc2ccccc2)C1=O (stereo not given) | · | -4.5 | -5.0 | -21.1
13 | CC(Cc1cccnc1)NC(=O)c1cc(COc2ccc(F)cc2F)on1 (stereo not given) | 3.2 | 4.4 | -2.4 | -9.1
14 | Cc1nnc(SCC(=O)NCc2ccccc2Cl)[nH]c1=O | 12.1 | 2.3 | 6.9 | ·
15 | O=C(N/N=C\c1cccc([N+](=O)[O-])c1O)C1COc2ccccc2O1 (stereo not given) | 10.4 | 14.8 | · | 62.9*

entry | SIRT5 block | Casp6 inh | DENV2 CPE
1 | 0.9 | 2.7 | -4.5
2 | -0.4 | -1.9 | -0.5
3 | 10.4 | 4.4 | -1.4
4 | -1.8 | 0.0 | -1.8
5 | -2.9 | 2.5 | -0.3
6 | -1.6&1.0 | -2.1&1.9 | 3.4&-8.0
7 | -9.3 | 1.0 | -5.0
8 | -2.7 | 2.6 | -2.3
9 | 0.0 | -3.8 | 1.8
10 | · | · | ·
11 | -0.8 | 0.5 | -7.7
12 | -1.2 | -1.4 | -2.0
13 | 1.5 | -1.9 | -0.7
14 | -1.0 | 2.9 | ·
15 | · | · | ·

Along the list, quoted from above.
ARNT TACC3 PPI, nos. 2–12, in order: 10.5, -3.6, -1.1, ·, 5.4, -3.3, 31.5, -2.7, ·, -0.3, -21.1

Three of the entries above in order of their number in DENV2 CPE, ascending.
item	SMILES	DENV2 CPE
12	O=C(O)c1cccnc1SC1CC(=O)N(CCc2ccccc2)C1=O (stereo not given)	-2.0
13	CC(Cc1cccnc1)NC(=O)c1cc(COc2ccc(F)cc2F)on1 (stereo not given)	-0.7
2	Cc1ccccc1C1C(C#N)=C2N=C(N)c3ccccc3N2C2=C1C(=O)CCC2 (stereo not given)	-0.5

Some values from the entries so far.
Result of entry 4 in SIRT5 block: -1.8
Result of entry 5 in PAX8 reporter: 13.3
Result of entry 12 in EWS-Fli inh: -5.0
Result of entry 14 in Casp6 inh: 2.9

(list continues)
entry | Molecule | PAX8 reporter | LGR2 antag | EWS-Fli inh | ARNT TACC3 PPI
16 | Cc1cc(S(=O)(=O)N2CCOCC2)ccc1OCC(=O)Nc1ccc(F)cc1 | 5.5 | -2.6 | 7.0 | 5.7
17 | Cc1ccc(S(=O)(=O)NCN2C(=O)c3ccccc3C2=O)cc1 | 0.0 | -29.6 | -14.4 | ·
18 | C[C@@H]1CN([C@@H](C)CO)C(=O)c2cc(NC(=O)C3CC3)ccc2O[C@H]1CN(C)Cc1ccc(C(=O)Nc2ccccc2N)cc1 | · | -12.5 | 39.1 | 1.8
19 | Cc1oc2cc(O)cc(O)c2c(=O)c1-c1ccc2c(c1)OCCCO2 | · | -23.9 | -47.8 | 3.6
20 | CNC(=O)C[C@H]1CC[C@@H]2[C@H](COC[C@@H](O)CN2C(=O)Nc2cccc(OC)c2)O1 | 3.2 | 11.8 | -3.4 | -3.5
21 | Cc1cc(C)c(OCCCCN(C)C)c(Br)c1 | -5.8 | -22.4 | 4.6 | -2.6
22 | COCC(=O)N(C)C[C@@H]1Oc2ncc(-c3ccc(C)cc3)cc2C(=O)N([C@@H](C)CO)C[C@H]1C | · | -14.9 | 1.8 | -0.9
23 | COc1ccccc1C(=O)Nc1ccc2c(c1)OC[C@H](C)NC[C@H](C)[C@H](OC)CN(C)C2=O | 10.7 | -9.0 | 4.5 | 2.7
24 | CCN(C(=O)COC(=O)CCC(=O)c1ccc(Cl)cc1)c1c(N)n(Cc2ccccc2)c(=O)[nH]c1=O | 6.3 | -1.2 | -3.8 | ·
25 | C=CCOc1ccc(C=Nc2ccc(OC)cc2)c(O)c1 | 4.4 | 1.6 | 6.8 | 1.1
26 | Cc1cc(C(=O)Nc2cccc3c2O[C@H](CN(C)CC2CC2)[C@@H](C)CN([C@@H](C)CO)C3=O)n(C)n1 | · | 6.5 | -1.8 | 1.6
27 | COCCNC(=O)C1CCN(C(=O)c2cc3sccc3n2Cc2ccc(F)cc2)CC1 | -6.8 | 4.9 | 8.9 | -5.6
28 | N#CC12CCCCC1CC1CCCCC1(C#N)N2N (stereo not given) | -5.2 | -3.2 | 0.8 | -2.0
29 | Cc1ccc(CNc2nc3ccc(C)cc3n3cnnc23)cc1 | -40.1 | 11.2 | -2.0 | -3.3
30 | CCCCC[C@@H]1[C@@H]2C(=C(OCC)C[C@@H]3C(=O)N(c4ccccc4)C(=O)[C@H]23)[C@H](c2ccccc2)N1S(=O)(=O)c1ccc(C)cc1 | -6.2 | 15.8 | -8.8 | ·
31 | COc1ccc(CCC(=O)Nc2nnc(C)s2)cc1 | -11.5 | -4.2 | 10.1 | ·
32 | O=S(=O)(NCC[C@@H]1CC[C@@H](NS(=O)(=O)c2ccccc2Cl)[C@H](CO)O1)c1ccc(Cl)cc1 | 9.9 | -3.9 | -6.6 | -20.4
33 | Cc1noc(C)c1NC(=O)Nc1ccc2c(c1)C(=O)N([C@@H](C)CO)C[C@@H](C)[C@H](CN(C)S(=O)(=O)c1c(C)noc1C)OCCCC[C@@H](C)O2 | -2.9 | 7.8 | -11.1 | -2.9

entry | SIRT5 block | Casp6 inh | DENV2 CPE
16 | -3.1 | -1.4 | -0.7
17 | · | 5.4 | 2.6
18 | 9.7 | · | 12.6
19 | 3.9 | 9.0 | 6.4
20 | -5.7 | -1.2 | 6.6
21 | 15.3* | 0.7 | 7.8
22 | 1.9 | -2.1 | -3.6
23 | 0.2 | 0.3 | -11.9
24 | -2.2 | 1.0 | 4.9
25 | -1.0 | -1.9 | 0.9
26 | -3.5 | -0.9 | 1.9
27 | -0.6 | 0.3 | 7.1
28 | -35.9 | 0.3 | 0.9
29 | -4.5 | -1.0 | -5.5
30 | -1.8 | -3.0 | -3.9
31 | 2.7 | -1.0 | -3.0
32 | -0.5 | 1.9 | ?
33 | 4.0 | 0.9 | -11.6

One compound at a time, as listed above. Screens in order: PAX8 reporter, LGR2 antag, EWS-Fli inh, ARNT TACC3 PPI, SIRT5 block, Casp6 inh, DENV2 CPE
`COCC(=O)N(C)C[C@@H]1Oc2ncc(-c3ccc(C)cc3)cc2C(=O)N([C@@H](C)CO)C[C@H]1C` across the screens: ·, -14.9, 1.8, -0.9, 1.9, -2.1, -3.6
`Cc1noc(C)c1NC(=O)Nc1ccc2c(c1)C(=O)N([C@@H](C)CO)C[C@@H](C)[C@H](CN(C)S(=O)(=O)c1c(C)noc1C)OCCCC[C@@H](C)O2` across the screens: -2.9, 7.8, -11.1, -2.9, 4.0, 0.9, -11.6
`O=C(N/N=C\c1cccc([N+](=O)[O-])c1O)C1COc2ccccc2O1` (stereo not given) across the screens: 10.4, 14.8, ·, 62.9*, ·, ·, ·
`COCCNC(=O)C1CCN(C(=O)c2cc3sccc3n2Cc2ccc(F)cc2)CC1` across the screens: -6.8, 4.9, 8.9, -5.6, -0.6, 0.3, 7.1
`Cc1cc(C(=O)Nc2cccc3c2O[C@H](CN(C)CC2CC2)[C@@H](C)CN([C@@H](C)CO)C3=O)n(C)n1` across the screens: ·, 6.5, -1.8, 1.6, -3.5, -0.9, 1.9
